High-throughput results: PubChem BioAssay, several laboratories
HIF-2a inh: blocks HIF-2a reporter activity | 786-0 RCC cells HIF-2a reporter, luciferase luminescence, overnight | inhibition, % at 18.8 µM | 360,000 tested, 0.72% active | AID 624352;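 active means inhibition of the luminescence signal of 40% or more relative to plate controls, in a single-dose primary screen at 18.75 µM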
MITF TRPM1 inh: inhibitors of MITF-driven TRPM1 promoter in melanoma cells; 330,000 tested, 0.83% active; SK-MEL-5 TRPM1 promoter luciferase, 24 h; inhibition, % at 12.5 µM; AID 488899;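 active means mean inhibition across replicates of 60% or more, whatever share of single replicates reaches that level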; further: values of inactives mirror those of a sister screen read the other way
Vif imaging: inhibitors of HIV Vif | HEK293T cells, Vif self-association by quenched fluorescence, imaging, 24 h | inhibition, % at 7.49 µM | 340,000 tested, 0.35% active | AID 602346; in the data active means inhibition above about 50%, passing the limit was not always enough; further: some results filed as inactive read as strong as hits
PDI turbidity: blocks human protein disulfide isomerase activity. P07237. AID 588391. inhibition, % at 10 µM. 350,000 tested, 0.052% active. PDI insulin aggregation turbidity, A650, 90 min;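 active means mean inhibition across replicates of 30% or more, whatever share of single replicates reach that level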;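 further: absorbance from insulin aggregation driven by PDI reduction with DTT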
Target sequence (P07237 whole entry, looked up): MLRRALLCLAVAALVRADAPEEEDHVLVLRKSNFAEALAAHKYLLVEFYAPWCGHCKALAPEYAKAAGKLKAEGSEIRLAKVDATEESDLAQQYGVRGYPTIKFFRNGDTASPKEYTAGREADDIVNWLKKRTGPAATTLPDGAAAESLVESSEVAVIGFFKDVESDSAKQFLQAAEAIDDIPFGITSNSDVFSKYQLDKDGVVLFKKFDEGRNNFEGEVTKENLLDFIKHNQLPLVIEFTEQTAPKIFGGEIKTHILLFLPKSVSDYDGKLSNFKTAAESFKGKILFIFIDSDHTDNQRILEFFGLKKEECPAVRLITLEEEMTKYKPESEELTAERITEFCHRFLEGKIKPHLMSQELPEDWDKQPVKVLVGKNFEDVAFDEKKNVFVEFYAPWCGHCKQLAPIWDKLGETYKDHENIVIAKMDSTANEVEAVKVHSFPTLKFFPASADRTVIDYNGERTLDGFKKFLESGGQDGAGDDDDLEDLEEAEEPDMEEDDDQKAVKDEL
hiPSC survival: hiPSC single-cell survival enhancement; ATPlite luminescence; 100% = ROCK inhibitor wells, 0% = DMSO; survival enhancement, % at 20 µM; 360,000 tested, 0.044% active; in the data active means survival enhancement above about 18%;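 further: cells exposed to compounds for 16 hours before the ATP read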
aDG glyco up: alpha-DG glycosylation activation; Pro5-aDG cells, alpha-DG glycosylation AlphaScreen (IIH6); 0% Pro5, 100% B10-LARGE cell signal; activation, % at 10 µM; 360,000 tested, 0.22% active; AID 624168;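 active means activation of at least 8% versus controls, or a plate z-score of at least 8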;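 further: Pro5 are CHO cells carrying HIG-tagged alpha-DG that lacks glycosylation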
NR2E3 ag-1: activates human photoreceptor nuclear receptor NR2E3. Q9Y5X4. GST-NR2E3/biotin-RetCOR TR-FRET, 1536-well. inhibition of corepressor binding, % at 4.78 µM. 320,000 tested, 0.12% active. AID 2300;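 active means percent inhibition above the cutoff of mean plus 3 SD of all tested compounds, set per screening campaign, cut at about 20% in these data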;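 further: 0% = DMSO wells and 100% = biotin wells as full block of FRET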
Target sequence (Q9Y5X4 whole entry, looked up): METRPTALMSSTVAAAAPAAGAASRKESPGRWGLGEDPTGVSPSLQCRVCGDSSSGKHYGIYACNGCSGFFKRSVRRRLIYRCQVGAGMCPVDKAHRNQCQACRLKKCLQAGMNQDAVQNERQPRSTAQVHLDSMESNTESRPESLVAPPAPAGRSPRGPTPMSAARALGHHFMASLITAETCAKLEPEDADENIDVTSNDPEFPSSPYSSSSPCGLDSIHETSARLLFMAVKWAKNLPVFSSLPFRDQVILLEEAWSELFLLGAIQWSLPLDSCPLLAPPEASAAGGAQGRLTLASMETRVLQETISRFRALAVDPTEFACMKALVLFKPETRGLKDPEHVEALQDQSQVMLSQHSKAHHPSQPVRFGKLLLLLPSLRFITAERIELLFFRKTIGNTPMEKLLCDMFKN
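Material: NR2E3–RetCOR corepressor complex | Quantity: 1.35 nM GST-tagged NR2E3 final | Schedule: 5 h at 4 °C | Replication: Singlicate compound wells | Reagent: RetCOR corepressor, biotinylated, 7 nM | Controls: Biotin wells as high control, 0.6% DMSO wells as low control | Signal: TR-FRET, Eu(K)-anti-GST donor, streptavidin-D2 acceptor, ex 340, em 617/671 nm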
Exocytosis inh: blocks lytic granule exocytosis. TALL-104 LAMP-1 surface exposure, flow cytometry; cells stimulated with thapsigargin and PMA. inhibition, % at 10 µM. 360,000 tested, 0.66% active;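 active means inhibition above about 55%, limit read from the data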
CaV13 FRET inh: Primary screen for inhibitors of IQ motif and Ca2+-dependent inactivation inhibitor domain binding in CACNA1D, Förster resonance energy transfer in living cells, …. inhibition, % at 12.3 µM. HEK cells, CFP/YFP FRET ICDI-IQ, plate reader, 10 min; percent FRET-ratio fall versus neutral wells. AID 743397. 340,000 tested, 0.098% active;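 active means mean replicate inhibition of at least 30% and at least 1% of replicates passing that level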;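 further: 0% = median of the neutral control wells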
Peg3 prom inh: reduces Peg3 promoter-driven luciferase expression in HeLa; HeLa PEG-Prom luciferase reporter, luminescence, overnight; inhibition, % at 20 µM; 360,000 tested, 1.7% active;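 active means inhibition of at least 50% at 20 µM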
NR2E3 ag-2: activates human NR2E3 receptor. Q9Y5X4. CHO-S Gal4-NCOR/VP16-NR2E3 two-hybrid, luciferase. inhibition of corepressor binding, % at 3.98 µM. 360,000 tested, 0.35% active. AID 602229;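 active means inhibition above the mean of all tested compounds plus 3 SD, cut at about 70% in these data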;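 further: 0% = DMSO with NR2E3 transfected cells and 100% = cells lacking NR2E3 construct; higher means lower luciferase signal from less NR2E3 corepressor binding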
* hit, by the source's call; . = not tested or not shown. An unsorted share of the library, and some 3.5% of all compounds hit somewhere here.

Order of results: HIF-2a inh | MITF TRPM1 inh | Vif imaging | PDI turbidity | hiPSC survival | aDG glyco up | NR2E3 ag-1 | Exocytosis inh | CaV13 FRET inh | Peg3 prom inh | NR2E3 ag-2
> O=C1CC(NCc2ccccc2F)C(=O)N1c1ccccc1 (stereo unspecified)
→ 12 | 10 | 7 | -6 | 0.6 | -0.1 | 2 | -6 | -5 | 13 | 1
> CCc1nc2ccc(C(=O)NCCN(C)C)cn2c1N(CC)CCOC
→ -5 | . | 7 | 4 | 0.1 | -0.1 | . | 37 | -5 | -1 | -1
> OC1CCCN(C(=S)Nc2ccc(SC(F)F)cc2)C1 (stereo unspecified)
→ -78 | -4 | . | -8 | -0.9 | 0.3 | 0 | -2 | -4 | -47 | -12
> O=C(CNC(=O)c1ccc(-c2ccccc2)cc1)OCc1ccc(Cl)cc1
→ 8 | 15 | -2 | -8 | 0.6 | -0.3 | 1 | -2 | -10 | 8 | 2
> Cc1cc(OCC(=O)c2ccc(Br)cc2)ccc1N1C(=O)CCC1=O
→ 5 | -6 | -7 | -4 | -1.3 | -0.1 | -3 | -5 | -4 | 5 | -4
> Cc1cc(Br)cnc1NC(=S)Nc1ccc(F)cc1F
→ -33 | 6 | -1 | 1 | -0.2 | 0.2 | 2 | 0 | -5 | -18 | -12
> CN=C(Nc1cccc(S(=O)(=O)N2CCOCC2)c1)c1ccccc1
→ 11 | 2 | 10 | -3 | -0.4 | -0.1 | . | -1 | -4 | -2 | 8
> CC(C)c1ccc(NC(=O)Cc2ccc(NC3=NC4CS(=O)(=O)CC4S3)cc2)cc1 (stereo unspecified)
→ -31 | . | 11 | . | -0.7 | -0.1 | 5 | 0 | -5 | -36 | -33
> CCCCNC(=O)c1cccc(NC(=O)C(=O)c2ccccc2NC(C)=O)c1
→ 8 | 9 | -2 | -22 | -1.6 | 0.1 | -1 | 4 | -19 | 16 | -4
> COc1cc(S(=O)(=O)NC2CCCCC2)ccc1F
→ -1 | 2 | -2 | 0 | 0.2 | -0.1 | 0 | 2 | -5 | 15 | -11
> COc1ccccc1NS(=O)(=O)c1ccc(NC(=O)c2nc3ncccn3n2)cc1
→ 6 | 5 | 31 | -7 | 3.1 | 0.0 | . | 4 | . | 1 | -39
> Cc1c(C(=O)Nc2cccc(F)c2)cnn1-c1ccccc1
→ -359 | -109 | 14 | 2 | -0.8 | 0.0 | 2 | -4 | 4 | -328 | -129
> COCCN(Cc1ccccc1)C(=O)Cc1ccc(S(=O)(=O)N2CCOCC2)s1
→ 11 | 1 | 7 | 6 | -0.4 | -0.1 | 0 | 0 | -5 | -13 | 9
> Cc1ccc(NCc2nnc(SCC(=O)Nc3ncc(C)s3)n2CC2CCCO2)c(C)c1 (stereo unspecified)
→ -3 | 5 | 3 | -2 | -2.1 | 0.0 | 3 | -2 | -8 | 7 | 1
> CN(C)CCCNc1cc(-c2ccccc2)nc2cc(-c3cccc(F)c3)nn12
→ -47 | 63* | 19 | -13 | -0.7 | -0.2 | 5 | 27 | -2 | 101* | 7
> CCCCN(C(=O)c1cc2c(s1)CCCCC2)c1c(N)n(CCC)c(=O)[nH]c1=O
→ -5 | 1 | -37 | 9 | -1.2 | 0.0 | 3 | 3 | -2 | -5 | -28
> COc1ccc(NC(=S)NN2CCOCC2)cc1OC
→ 4 | -6 | -18 | -2 | 0.0 | 0.0 | -2 | 9 | -5 | -3 | -16
> Nc1cccc(C(=O)O)c1
→ -2 | 8 | -4 | 0 | -2.4 | 0.1 | 0 | 2 | -5 | 0 | -13
> O=C(NCCNc1ccc([N+](=O)[O-])cc1Cl)c1ccccc1F
→ -1 | -6 | 16 | -23 | 0.1 | 0.1 | 4 | -3 | -5 | 31 | 35
> Cc1cc(C(=O)N(C)CC(=O)Nc2ccc(Cl)c(C(F)(F)F)c2)no1
→ 8 | -5 | -9 | -9 | -0.4 | 0.2 | 6 | 5 | -4 | -14 | 20
> COc1cc(/C=C/C(=O)OCC(=O)N2CCc3ccccc3C2)ccc1O
→ 11 | 4 | 0 | 3 | -0.5 | 0.2 | 2 | -2 | -3 | 1 | -10
> N#CC1=C(N)OC2=C(C(=O)CCC2)[C@]12C(=O)N(CC(N)=O)c1ccccc12
→ 16 | -1 | 7 | -3 | -2.8 | -0.3 | 0 | 1 | . | 17 | -16
> O=C(NCC1CCCO1)c1ccc2[nH]c3c(c2c1)CCCC3 (stereo unspecified)
→ -171 | -46 | -4 | -4 | -0.1 | -0.3 | . | -12 | -7 | -151 | -37
> C=C1CCC(C)C(C)(CCC2=CCOC2=O)C/C=C\C=C/1C(=O)O (stereo unspecified)
→ -14 | 3 | 23 | . | 2.8 | -0.2 | 3 | 2 | . | 8 | -1
> CC1(C)C(=O)NCCN1C(=O)CC1C(=O)NCCN1CC(c1ccccc1)c1ccccc1 (stereo unspecified)
→ 12 | 4 | -15 | -8 | 0.5 | -0.2 | 2 | 3 | -11 | 17 | -1
> CCCN(CC1CCCO1)C(=O)c1cc(COc2cccc(OC)c2)on1 (stereo unspecified)
→ -58 | -10 | . | 11 | 0.2 | -0.1 | 1 | -3 | -2 | -38 | -58
> NC(=O)C1CCCN(C(=O)Nc2cccc3ccccc23)C1 (stereo unspecified)
→ -33 | 6 | 13 | 5 | 8.5 | -0.2 | -6 | 12 | 0 | 14 | -12
> CCOC(=O)N1CCN(C(=O)CSCc2ccc(C)cc2)CC1
→ -15 | 3 | 8 | -6 | -1.9 | -0.2 | -3 | 2 | . | -26 | 1
> CN(C)/C=C/C(=O)c1ccc(-n2cccc2)cc1
→ -282 | -46 | . | 10 | -1.8 | -0.1 | 0 | 0 | -4 | -232 | -36
> CSc1nc(-c2ccccc2)nn1S(=O)(=O)c1ccccc1
→ -19 | -1 | 2 | 4 | -0.8 | 0.0 | 0 | -1 | -1 | -29 | -15

(cont.)
Order of results: HIF-2a inh | MITF TRPM1 inh | Vif imaging | PDI turbidity | hiPSC survival | aDG glyco up | NR2E3 ag-1 | Exocytosis inh | CaV13 FRET inh | Peg3 prom inh | NR2E3 ag-2
> O=C(CCSc1nc2cc(Cl)ccc2o1)N1CCOCC1
→ -17 | 8 | 19 | 1 | 0.7 | 0.0 | 4 | 0 | -4 | -6 | 2
> Cc1cc(C)c(NC(=O)C2CCN(S(C)(=O)=O)CC2)c(C)c1
→ 10 | . | . | 9 | -2.7 | 0.1 | . | 2 | -6 | -8 | -17
> Cc1ccc2c(c1)C(=NC1CCCCC1)c1cc3ccccc3nc1-2
→ -142 | -8 | 0 | -9 | -1.4 | 0.7 | 2 | 5 | -19 | -200 | -139
> C=CCn1c(=O)[nH]c(=O)c2c(N)c(C(=O)c3ccc(OC)cc3)sc21
→ 12 | -23 | -6 | 0 | 2.0 | -0.2 | . | 1 | -3 | -3 | -34
> Cc1c(Cl)c(-c2n[nH]c(=S)n2Cc2ccco2)nn1C
→ 4 | 5 | 20 | 4 | -3.2 | 0.0 | 0 | 0 | -1 | 1 | 19
> CSc1scc2c1-c1nc(SCC(=O)C(C)(C)C)ncc1CC2
→ -11 | 2 | -10 | 8 | -0.5 | 0.2 | -1 | 74* | -3 | 9 | -7
> Cc1nc2nc(-c3ccccc3)cn2nc1C
→ -138 | -19 | -4 | 3 | -0.4 | 0.4 | 2 | 0 | 6 | -74 | -86
> CCC(C)Nc1nc(-c2ccccn2)nc2ccccc12 (stereo unspecified)
→ 4 | 27 | -7 | -9 | -0.3 | 0.5 | 2 | 3 | -4 | 32 | 100*
> O=C(CSc1ncn(-c2ccccc2)n1)Nc1ccc2c(c1)OCO2
→ -9 | -2 | -10 | 5 | 0.7 | 0.0 | 0 | 0 | -4 | -4 | -6
> COc1ccccc1C(=O)N/N=C(\C)CC(=O)Nc1ccc2c(c1)OCCO2
→ -7 | 16 | -1 | 1 | -0.4 | 0.1 | -4 | 10 | -3 | 5 | 1
> CCCCNC(=O)C1(C)CCN1C(=O)c1cncc(Br)c1 (stereo unspecified)
→ 5 | . | -6 | -3 | -0.4 | -0.3 | . | 1 | -4 | 10 | -7
> CC(C)N(CCNC(=O)COc1ccc2oc3c(c2c1)CCCC3)C(C)C
→ 12 | 1 | 7 | 15 | -0.3 | -0.2 | -1 | -4 | -6 | 23 | 13
> CCOC(=O)c1sc2nccc(N(C)C)c2c1N=CNOC
→ 10 | -6 | -4 | 3 | 3.5 | 0.1 | 2 | -2 | 0 | -2 | -43
> Cc1ccc(NC(=O)CCCc2ccccc2)nc1
→ -217 | -71 | 17 | -10 | -0.4 | 0.3 | -3 | -5 | 1 | -229 | -74
> Clc1c(-c2ccccc2)nc2ccccn12
→ -300 | -65 | -1 | -2 | -0.6 | 0.1 | 4 | -1 | -5 | -228 | -77
> CCN(CC(=O)NCc1ccc(F)cc1)C(=O)c1ccc(C)o1
→ 15 | 2 | -12 | 0 | -0.2 | -0.1 | -2 | -5 | -2 | 9 | -27
> COCCCN1C(=O)c2ccc(C(=O)Nc3ccccc3OC)cc2C1=O
→ 22 | 0 | 11 | 2 | -3.7 | -0.2 | 0 | -2 | -5 | -6 | -7
> CN1C(=O)/C(=C/c2cc(N=Nc3ccccc3)ccc2O)SC1=S
→ -56 | 16 | -6 | -2 | -0.3 | -0.3 | -3 | 8 | . | 16 | -12
> C/C(=N\NC(=O)c1ccoc1C)c1cccc2ccccc12
→ -30 | -6 | 2 | -8 | -0.1 | 0.1 | 3 | -7 | -2 | -20 | -122
> COC(=O)[C@H](CCSC)NC(=O)Nc1cccc(Br)c1
→ 15 | -10 | 10 | -4 | 0.0 | 0.0 | 2 | -2 | -20 | 16 | 9
> CCNc1nc(NCC)n2c(SCC(=O)Nc3cccc(F)c3)nnc2n1
→ 17 | 7 | -9 | 5 | -0.4 | 0.0 | 2 | 6 | -5 | 15 | 16
> O=C(c1ccc2ccccc2c1)c1cccc(F)c1C(=O)O
→ 6 | . | 8 | 0 | -0.5 | 0.0 | . | 0 | -9 | 0 | -24
> O=C(Cc1cccc2ccccc12)NCCc1ccccc1
→ 5 | -1 | -4 | 0 | 0.7 | 0.1 | -4 | -1 | -1 | 18 | 0
> O=C(NCC(=O)N1CCN(C(=O)c2ccccc2)CC1)c1ccc(Cl)cc1Cl
→ 4 | . | -4 | 0 | 2.6 | -0.2 | 1 | 4 | -16 | 4 | -12
> O=c1cc(/C=C/c2ccccc2)oc2c1ccc1ccccc12
→ -28 | -12 | -18 | 11 | 5.0 | -0.5 | -5 | 18 | -6 | -3 | -12
> O=C(Cn1c(=O)n(Cc2ccco2)c(=O)c2c3c(sc21)CCCC3)Nc1ccccc1
→ 36 | -2 | -3 | 5 | 0.1 | -0.1 | 1 | -7 | -5 | 23 | 3
> CC(NC(=O)Cc1cccs1)c1ccncc1 (stereo unspecified)
→ -7 | -2 | -5 | -2 | 10 | -0.3 | 10 | -2 | . | 6 | -21
